# Dynein transport: inhibitors of GR-EGFP nuclear translocation, primary screen, dynein cargo transport inhibitor project, imaging, high-content, 3617.4 mouse cells; 220,000 compounds, 0.47% hits; z-score, hits read low; AID 1381, 2008; test concentration mostly 20 µM; stimulated with dexamethasone, 1 µM; active compounds read low;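 active = plate z-score of nuclear minus cytoplasmic receptor signal below a set negative limit, without overly bright fluorescence or cell loss, cut at about -3.5 in these data, passing the limit was not always enough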;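 note: z-score of nuclear minus cytoplasmic ring GR-EGFP intensity difference per well; some compounds called inactive have numbers as strong as hits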
#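 medium = tetracycline-free induction medium containing charcoal-stripped FBS | probe or stimulus = dexamethasone, 1.0 µM final | timing = 48 h induction, then 1 h compound, then 30 min agonist, 37 °C | detection = automated 10x imaging of fixed Hoechst-stained cells | read-out basis = nuclear versus cytoplasmic GR-EGFP signal, averaged per well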
# b-catenin transl: modulators of beta-catenin nuclear translocation, primary screen, imaging, HeLa cells, immunofluorescence, high-content. nuclear translocation activity, % at 5 µM. 190,000 compounds, 0.3% hits. AID 1665, 2009;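 active = nuclear translocation activity above 50% at 5 µM, with a well cell count of 50 or more; inconclusive = wells under 50 cells across six images, flagged as toxic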;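 note: per-cell ratio of nuclear to cytoplasmic median beta-catenin stain intensity; plate controls were DMSO negative control for no effect and GSK-3 inhibitor IX positive control for full effect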
#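 Test system: human HeLa cell line; Doses: 5 µM primary, 0.02–20 µM confirmation; Incubation: 24 h compound exposure, 37°C; Detection: beta-catenin immunofluorescence imaging with DAPI; Read-out: beta-catenin nuclear/cytoplasmic ratio, % activation.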
# Hep lipid drop: inhibitors of hepatocyte lipid droplet formation, primary screen, imaging, high-throughput imaging, BODIPY stain; AML12 mouse hepatocytes, oleate lipid droplets; inhibition, % at 6.5 µM; 240,000 compounds, 0.4% hits;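 active = lipid droplet intensity inhibited by at least 50%, with more than 500 cells counted; inconclusive = wells with under 300 cells, treated as cytotoxic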
#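 Assay system: AML12 mouse liver cells | Compound dosing: One dose, 6.5 µM compound | Read-out basis: Droplet intensity reduction, % inhibition | Measured by: Fluorescence imaging, 20x objective, two fields per well | Schedule: Overnight treatment with compound plus oleate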
# Insulin prom up: insulin promoter activators in MIN6 cells, imaging, high-content screening, mouse beta cells | AID 1625, 2009 | 190,000 compounds, 0.3% hits | z-score at 5 µM | MIN6 insulin promoter-GFP reporter; active compounds read high;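 active = z-score above 3 at 5 µM with at least 500 cells counted in the well; inconclusive = wells under 500 cells, flagged as cytotoxic or low count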
# Yfh1-depleted yeast: enhancers of respiration in Yfh1-depleted yeast, dose response, Friedreich's ataxia, plus single-dose screen (AID 1465) | S. cerevisiae Yfh1-off respiration, WST-1 reduction, 72 h; higher fold induction means a stronger effect | one-dose fold induction at 50 µM; EC50 in µM for titrated hits | 220,000 compounds, 0.074% hits;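 active = fold induction of absorbance versus untreated yeast above a set limit, then at least 30% activation at any dose in follow-up; inconclusive = repeats straddling the limit, or above it without dose testing; inactive = fold induction below the set limit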;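 note: activators that raise dye reduction in frataxin-depleted yeast; strong numbers were not always called active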
# Autophagy mod: autophagy modulators in MEF cells, primary screen, imaging, high-content, MEF GFP-LC3 | MEF GFP-LC3 puncta imaging; test concentration mostly 10 µM | 190,000 compounds, 0.98% hits | AID 463193, 2010 | calls only at 10 µM (by protocol);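 active = percentage of spot-positive cells more than 3 SD above its plate mean, without a fluorescence outlier flag or 80% toxicity; inconclusive = no clear call, values can overlap the other calls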;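 note: spot-positive cell cutoff set from DMSO-treated cells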
# WT yeast gro inh: growth inhibition of WT strain, primary screen, mitochondrial fusion inhibitor project, WT and mutant strains, chemical genetic | AID 1362, 2008 | inhibition, % at 10 µM | 190,000 compounds, 2.1% hits | mitochondrial fusion phenotypic screen; in the data active = inhibition above about 58%; tested in S. cerevisiae
# MT stabilizer: microtubule stabilizers in HeLa cells, primary screen, imaging, high-content imaging; HeLa tubulin immunostaining HCS, 24 h; share of cells brighter than vehicle mean+2SD; % tubulin-high responders, % at 10 µM; 200,000 compounds, 0.83% hits;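 active = plate Z-score above 3 for both tubulin-high and condensed-nucleus cell shares, with cell loss under 80%, at 10 µM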;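 note: anti alpha tubulin signal scored within the nucleus-defined area of each cell; some results filed as inactive read as strong as hits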
# HEK293 NOD2/NF-kB: NOD2 signaling inhibitors, cell-based, luminescence, uHTS, HEK293 (AID 1566) | inhibition, % at 4 µM, or EC50 in µM where a hit was titrated | 290,000 compounds, 0.63% hits | HEK293 NOD2/NF-kB luciferase reporter, luminescence; higher % means a stronger effect; in the data active = inhibition above about 50%; note: many of its hits are not listed in these tables
# WT yeast gro inh mutant strain: further read-out of WT yeast gro inh, marked with its call; inhibition, %; mitochondrial fusion phenotypic screen, mutant strain inhibition
# Dynein transport cytoplasmic EGFP: second read-out of Dynein transport, no call of its own (marks repeat the call); z-score; measured here: cytoplasmic GR-EGFP intensity; active compounds read high
# Dynein transport nuclear GR-EGFP: second read-out of Dynein transport, no call of its own (marks repeat the call); z-score; measured here: nuclear GR-EGFP intensity;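 lower value marks the stronger effect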
# Dynein transport cell count: further read-out of Dynein transport, marked with its call; z-score; measured here: cell count per field
# Insulin prom up cell count: recorded beside Insulin prom up, whose call it bears; cell count; measured here: cytotoxicity, nuclei count;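 total cells summed across four imaged fields per well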
# Hep lipid drop cells 6.5 µM: also measured in Hep lipid drop; calls as there; cell count; measured here: cell count, cytotoxicity flag;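 cells counted across two imaged fields per well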
# b-catenin transl cell count 5 µM: further read-out of b-catenin transl, marked with its call; cell count; measured here: cell count, cytotoxicity flag
# MT stabilizer Hoechst-high %: further read-out of MT stabilizer, marked with its call; % Hoechst-high responders; measured here: nuclear condensation Hoechst responders;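 share of cells brighter than vehicle mean plus two SD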
# MT stabilizer cytotoxicity %: second read-out of MT stabilizer, no call of its own (marks repeat the call); toxicity, %; measured here: cytotoxicity by cell density;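 0% = mean cell density of plate MIN control wells and 100% = no cells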
# Autophagy mod cell loss 18 h: recorded beside Autophagy mod, whose call it bears; toxicity, %; measured here: cell loss, nuclei count;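 cell loss after 18 h compound exposure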
# Numbers without * were called inactive; i = inactive; ? = inconclusive; · = not tested or not shown. Only part of the results is shown; the hit share may differ from the screen's.
mol	Dynein transport cytoplasmic EGFP	Dynein transport nuclear GR-EGFP	Insulin prom up	Insulin prom up cell count	Autophagy mod	Autophagy mod cell loss 18 h	Hep lipid drop cells 6.5 µM	MT stabilizer cytotoxicity %	b-catenin transl	Hep lipid drop	MT stabilizer	WT yeast gro inh mutant strain	WT yeast gro inh	b-catenin transl cell count 5 µM	Dynein transport cell count	Yfh1-depleted yeast	HEK293 NOD2/NF-kB	Dynein transport	MT stabilizer Hoechst-high %
CCOC(=O)c1sc2nccc(OC)c2c1N=CN(C)C	-0.315	0.53	-0.18	1260	i	-5.6	687	4.8	-0.4	-1.0	1.9	10.0	-0.2	1094	0.282	i	6.3%	0.333	2.4
O=S(=O)(/C=C/c1ccccc1)Nc1ccc(N2CCOCC2)cc1	-0.0871	0.855	0.83	1147	i	1.5	757	9.2	-3.4	14.1	1.1	-1.9	-10.4	1155	-1.6	i	7.3%	1.85	1.9
Cc1ccc(S(=O)(=O)N2CCCCC2)cc1NC(=O)COC(=O)Cc1c(F)cccc1Cl	-0.307	0.0899	0.08	1277	i	-9.2	637	8.9	-1.2	0.4	1.2	-3.9	15.9	539	0.192	i	-5.2%	0.183	4.0
CC1(C)CC(=O)C2=C(C1)OC1=C(C(=O)CC(C)(C)C1)C2c1ccc(O)c([N+](=O)[O-])c1	-0.119	0.632	0.46	1308	i	15.9	644	7.8	0.3	-2.2	3.6	8.9	6.9	1158	-0.888	i	7.9%	0.481	1.4
C/C(=N\NC(=O)Cn1ccc(C(F)(F)F)n1)c1ccc2c(c1)OCO2	-0.312	0.307	0.96	1132	i	3.6	675	5.3	-3.3	1.6	5.8	-14.5	-1.3	1072	0.313	i	13.4%	0.309	1.6
Cc1cccc(Oc2ncnc3onc(C)c23)c1C	-0.219	-0.86	·	·	i	8.5	·	7.7	·	·	3.1	-8.5	-16.4	·	1.5	i	19.2%	-0.587	1.6
C[N+]1(CCCOC(=O)C2(c3ccccc3)CCCC2)CCOCC1	-0.233	1.68	0.01	1364	i	-7.9	766	6.9	-2.9	6.5	3.4	2.9	18.5	574	-1.04	i	0.4%	2.22	1.5
O=C(CCCn1c(=O)c2sccc2n(Cc2ccc(F)cc2)c1=O)NCc1ccco1	-0.243	-0.0576	-0.06	1766	i	13.5	628	1.3	0.1	2.2	9.4	-28.6	-13.6	1054	0.832	i	15.4%	-0.581	2.0
O=S(=O)(Nc1ccccc1)c1ccc(-c2csnn2)cc1	-0.242	0.364	·	·	·	·	716	·	2.6	-3.8	·	·	·	993	-0.742	i	4.3%	1.01	·
Cc1ccc(NNC(=O)CCc2ccccc2)c(C)c1	-0.212	0.245	-0.53	1437	·	·	692	·	1.7	-5.4	·	·	·	1370	-0.293	i	2.3%	1.15	·
COc1cc(C2N=C(c3ccccc3)NO2)cc(Br)c1O (stereo not drawn)	0.927	3.39	0.03	1303	i	5.3	677	4.8	·	0.4	2.9	11.1	22.4	·	-3.32	i	-7.4%	3.21	2.3
Cc1ccc(NC(=O)CSc2nnc(C)c(=O)[nH]2)cc1C	-0.343	-0.348	-0.05	1221	i	4.8	696	8.5	-0.3	-0.9	1.5	-8.5	-14.1	1130	0.384	i	2.7%	-0.333	2.1
S=C(NCCc1ccccc1)NC1CC1	-0.273	-0.456	0.83	1198	i	0.0	567	5.6	5.0	-13.0	4.0	12.9	0.3	471	0.164	i	15.8%	-0.402	1.1
CCN(c1nc(C)cc(OC)n1)S(=O)(=O)c1ccccc1	-0.0982	2	0.06	915	i	-5.0	747	5.6	-1.2	-19.4	1.5	-7.8	-2.5	1163	-0.834	i	4.0%	2.5	1.4
Cc1ccc(C(=O)Nc2cnc3ccccn3c2=O)cc1	-0.207	0.196	0.07	904	i	-5.9	677	3.9	-2.4	0.8	1.2	-5.1	-2.8	1164	0.225	i	-33.5%	0.0395	1.3
Fc1cccc(CCN2C(=S)NC[C@@H]2CC2CCCCC2)c1	-0.741	0.337	-0.37	1095	·	·	657	·	-1.2	2.9	·	·	·	1406	-0.498	i	12.7%	0.428	·
CN(Cc1ccon1)C(=O)CC1C(=O)NCCN1CC1CCCCC1 (stereo not drawn)	-0.0753	0.878	·	·	i	-11.8	738	7.1	1.1	1.7	3.5	-11.1	6.6	895	-1.85	i	21.1%	1.08	1.6
O=C(Nc1ccc(Cl)c(Cl)c1)c1ccncc1	-0.314	-0.243	0.06	806	i	1.4	768	6.2	0.1	2.4	1.2	-2.6	9.2	1107	0.591	i	-17.3%	-0.345	0.9
CCC(C)c1ccc(NC(=S)NC(C)C2CCCO2)cc1 (stereo not drawn)	-0.211	0.695	-1.78	1428	i	-2.2	703	8.3	-0.2	12.6	4.0	48.5*	66.1*	1030	-0.469	i	-16.6%	0.964	1.4
Cc1ccc(NC(=O)C(C)OC(=O)CCNS(=O)(=O)c2ccc(C)cc2)cc1 (stereo not drawn)	-0.21	-0.298	-0.04	1414	i	6.3	601	6.1	-2.6	-19.9	2.6	2.5	-5.9	1058	0.242	i	10.2%	-0.722	2.4
Cc1cc(C(F)(F)F)nc(-n2cc(-c3cccc(N)c3)nn2)n1	-0.275	-0.213	0.62	1372	i	19.0	709	1.2	1.8	-1.7	1.7	6.0	9.5	1198	0.549	i	4.1%	-0.56	1.6
CC/C(=N/O)C(=O)c1ccc(Br)cc1	-0.228	0.0904	0.24	1153	i	14.1	685	1.4	-2.0	0.2	1.5	7.0	1.9	1083	0.57	i	6.0%	0.987	1.8
c1ccc(-c2nc(NCC3CCCO3)c3ccccc3n2)nc1 (stereo not drawn)	-0.338	0.173	-0.89	983	i	-6.0	·	3.9	2.6	·	4.6	7.4	17.7	1343	0.0475	i	8.2%	0.216	3.9
CC(C)(C)n1nnnc1C(c1cccnc1)N1CCN(c2ccccn2)CC1 (stereo not drawn)	-0.228	0.32	0.65	1517	i	-3.1	758	7.7	0.2	6.5	2.0	-8.5	-6.1	1583	-0.767	i	-13.5%	0.245	2.5
O=C(O)c1ccc(-c2nc3ccccc3[nH]2)cc1	-0.262	-0.127	-0.17	1341	i	5.2	471	6.3	-0.2	-81.0	3.6	11.5	-11.0	928	-0.0506	i	-2.5%	0.199	2.5
C/C=C/c1ccccc1OCc1ccc(C(=O)O)o1	-0.141	0.256	-0.9	1864	i	22.6	·	8.2	-0.7	?	3.3	-4.6	-14.2	1051	-2.06	i	2.6%	0.607	2.4
COCCSc1nnc(NS(=O)(=O)c2ccccc2)s1	-0.241	0.156	0.4	1440	i	9.0	722	4.3	-0.2	14.5	2.2	-2.4	-2.3	1508	0.19	i	15.5%	0.0108	1.6
COc1ccc(S(=O)(=O)N(C)C)cc1NC(=O)CSc1ncccn1	-0.311	0.294	·	·	i	2.7	712	3.4	0.9	15.1	3.5	-11.9	9.1	1024	-0.0334	i	14.0%	-0.376	1.0
O=C(O)Cc1sc(Nc2ccc(Cl)cc2)nc1-c1cccs1	2.84	1.99	-0.09	1228	i	-2.8	698	8.2	5.1	16.4	1.3	13.5	28.9	1000	-3.04	i	-66.7%	1.49	1.7
COC(=O)CN(c1nc(C)c(Cl)c(OC)n1)S(=O)(=O)c1ccc(C)cc1	-0.22	0.624	-0.92	1334	i	0.4	·	6.5	-3.1	·	2.7	21.4	28.6	971	-0.00228	i	14.9%	0.145	2.3
COc1ccc(C2CC(C)(c3ccc(OC)cc3OC)Nc3ccccc3N2)c(OC)c1 (stereo not drawn)	-0.239	0.17	-0.64	1598	i	5.0	667	51.9	26.7	-0.3	13.4	37.6*	72.1*	498	0.354	i	3.3%	-0.0207	9.4
c1ccc(OCc2nc3c4c(ncn3n2)-c2ccccc2CC42CCCC2)cc1	-0.246	-0.244	-0.12	1249	i	24.6	682	9.1	0.1	-4.6	2.7	9.4	13.0	1158	1.31	i	13.9%	-0.792	2.4
O=C(COC(=O)c1cccc(F)c1)NC1CC1	-0.25	-0.254	-0.09	1227	i	-0.4	698	2.3	-2.3	10.0	1.8	0.9	-15.5	1025	0.425	i	17.8%	-0.696	1.8

# High-throughput results deposited in PubChem by several laboratories.
